Source: PubChem BioAssay (National Center for Advancing Translational Sciences (NCATS))
12-LOX inh: ALOX12 (human) lipoxygenase inhibition | P18054 | purified 12hLO, xylenol orange hydroperoxide absorbance | Potency, µM (series often up to 108 µM), inactives show at the highest dose activity change, negative = inhibition, most hits filed as inhibitors | actives 1.1% (n = 580,000); active = well fitted inhibition curve with a large enough effect; inconclusive = small, poorly fitted or top-dose-only effect, or another doubt; inactive = no such curve, though single readings can be large or run the other way
Target sequence (P18054 whole entry, looked up): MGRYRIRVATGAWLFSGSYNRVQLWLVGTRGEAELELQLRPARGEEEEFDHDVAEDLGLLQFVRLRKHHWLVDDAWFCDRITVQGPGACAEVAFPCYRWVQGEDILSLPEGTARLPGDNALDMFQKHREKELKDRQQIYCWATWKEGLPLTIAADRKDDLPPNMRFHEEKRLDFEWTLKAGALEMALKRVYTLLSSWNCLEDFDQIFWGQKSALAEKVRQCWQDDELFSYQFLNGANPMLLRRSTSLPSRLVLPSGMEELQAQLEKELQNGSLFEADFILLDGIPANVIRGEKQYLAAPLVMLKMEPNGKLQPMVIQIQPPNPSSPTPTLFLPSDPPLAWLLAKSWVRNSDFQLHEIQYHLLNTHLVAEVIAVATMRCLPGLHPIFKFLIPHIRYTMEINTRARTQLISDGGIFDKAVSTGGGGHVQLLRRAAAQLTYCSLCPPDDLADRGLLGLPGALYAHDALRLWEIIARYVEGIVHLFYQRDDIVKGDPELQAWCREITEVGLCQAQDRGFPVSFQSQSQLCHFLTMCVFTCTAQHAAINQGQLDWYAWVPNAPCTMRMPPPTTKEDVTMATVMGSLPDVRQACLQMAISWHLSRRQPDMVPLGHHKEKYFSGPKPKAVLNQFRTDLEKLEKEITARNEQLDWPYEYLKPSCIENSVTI
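Hydroperoxide product was detected by ferrous iron/xylenol orange as the 573 to 405 nm absorbance ratio. Arachidonic acid at 40 uM (final) was turned over for 30 min at room temperature by 150 nM human 12hLO, pH 7.0 Hepes buffer, after 15 min compound preincubation.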
* hit, by the source's call; ? = inconclusive; [ ] = dose if it differs, or a comment. % is scaled to controls: 0 for no effect and ±100 for the full control effect; potency is read from the fitted curve at half-maximal effect.

A first look:
SMILES	12-LOX inh
O=C(CSc1nc(=O)n(Cc2ccncc2)c2c1CCC2)Nc1cccc(Cl)c1	12.3%
O=C(CSc1ccccc1C(=O)Nc1ccc2c(c1)OCCO2)NCc1ccco1	?
COc1ccc(-n2c(CNC(=O)c3ccccc3C(F)(F)F)nnc2SC)cc1	5.7%

The listing (from the top)
SMILES	12-LOX inh
O=C(CSc1nc(=O)n(Cc2ccncc2)c2c1CCC2)Nc1cccc(Cl)c1	12.3%
O=C(CSc1ccccc1C(=O)Nc1ccc2c(c1)OCCO2)NCc1ccco1	?
COc1ccc(-n2c(CNC(=O)c3ccccc3C(F)(F)F)nnc2SC)cc1	5.7%
CC(=O)c1cc(F)ccc1Oc1nc(C)nc2sc3c(c12)CCC3	?
O=C(c1cccc(F)c1)N1CCN(c2nnc3ccc(Cl)cn23)CC1	42.7%[activator]
COc1ccc(-n2ccnc2-c2cc3n(n2)CCCNC3)c(OC)c1	8.0%
CCCCn1nnnc1C(c1cc2ccccc2o1)N1CCOCC1 (stereo unspecified)	0.0%
CC(C)n1nc(-c2cc3cc(O)ccc3[nH]2)c2c(N)ncnc21	-8.1%[22.9 µM]
CCc1cc2c(SCC(=O)c3ccc(NC(C)=O)cc3)ncnc2s1	-72.3%
O=C1NCc2ccccc2CC12CCN(Cc1cc(F)ccc1O)CC2	11.2%[6.33 µM]
NC(=O)C(OC(=O)c1ccccc1)C(OC(=O)c1ccccc1)C(=O)O (stereo unspecified)	?
CCOc1ccc(C(=O)N2CCC3(CC2)N(CCOC)C(=O)CS3(=O)=O)cc1	61.1%[activator]
Cc1ccc(Oc2ccc(-c3ccc(Oc4ccc(C)c(C)c4)cc3)cc2)cc1C	21.7%
COc1ccc(OC)c(CN2C[C@@H]3C(=O)N(CCCN4CCCC4=O)C(=O)[C@@H]3C2)c1	76.7%[activator]
CCOc1ccc(C(=O)N2CCCC(n3cc(-c4nc(C(C)C)no4)nn3)C2)cc1 (stereo unspecified)	8.7%
COc1ccc(Nc2nc(C(=O)OCC(=O)c3cccc(OC)c3)cs2)cc1	?
CCCCc1cc(C[C@H]2CNCC[C@H]2CC(=O)N2CCC(n3c(=O)[nH]c4ccccc43)CC2)no1	-0.4%
COc1cc(OC)c2c(C)c(CC(=O)NCCc3cccc(F)c3)c(=O)oc2c1	5.8%
Cc1ccccc1-c1cnc2[nH]cc(CC(=O)NCCN3CCOCC3)c2c1	24.1%[176 µM]
CC(C)Cn1cnc2nc(CSc3ccccc3NC(=O)c3ccccc3F)cc(=O)n21	-10.3%
COC[C@@H]1CN(C(=O)c2ccccc2OC)C[C@H]1c1ccncc1	6.0%
COc1cccc(C(=O)N[C@@H](Cc2cccnc2)C(=O)N2CCC[C@H]2C(=O)NCc2ccccc2)c1	-14.8%
COc1ccccc1/C(C#N)=C\c1ccccc1Cl	-78.3%
CCCCC/C=C\C/C=C\C/C=C\C=C\C(O)CCCC(=O)O (stereo unspecified)	0.0%[2.23 µM]
O=C1NC2(CCN(C(=O)c3ccc(Cl)cc3)CC2)COc2ccccc21	?
Cc1cnn(CCC(=O)N[C@@H]2CN(Cc3ccccc3)C[C@H]2CO)c1	52.5%[activator]
NC(=O)[C@@H]1CCCN1C(=O)c1ccc2oc(-c3cccc(F)c3)nc2c1	21.8%
CCCNC(=O)N1CC[C@@H](CC(=O)O)[C@@H](CC2=NCCc3cc(OC)ccc32)C1	?
N#Cc1ccc(CN2CCC3(CC2)OCCN(CCc2ccccc2)C3=O)cc1	-8.2%[176 µM]
Cc1ccccc1CSc1nc2c(=O)[nH]cnc2n1-c1ccccc1	-4.1%
CCCNC(=O)NC(=O)COC(=O)c1ccc(-n2nc(C)cc2C)cc1	8.5%
COCC(=O)NC[C@@H]1C=C(C)[C@H](CC(=O)N(C)Cc2ccccc2)C[C@H]1C(C)C	?
O=C(CSc1ncnc2sc3c(c12)CCC3)Nc1cccc(F)c1	11.3%
CC(C)CN1CCC(NC(=S)NCc2ccc(F)cc2)CC1	-4.7%
CCOc1ccccc1Oc1c(C)oc2cc(OS(C)(=O)=O)ccc2c1=O	?
O=C1NCCCCCCN(Cc2ccncc2)[C@@H]2CN(C(=O)c3cccs3)CC[C@@H]12	82.6%[activator]
O=C(c1ccc(OC(F)(F)F)cc1)N1CCN(c2cc(-c3ccccc3)[nH]n2)CC1	68.0%[activator]
CCNC(=S)NNC(=O)c1ccccc1	49.7%[activator]
Nc1nc(Cl)ncc1[N+](=O)[O-]	?
COc1cccc(C(=O)Nc2ccc3c(c2)CN(Cc2ccc(F)cc2)C(=O)C(C)O3)c1 (stereo unspecified)	7.0%
C[C@H](O)[C@@H]1C(=O)N2CCc3c([nH]c4c(-c5ccccc5)cccc34)[C@@H]2C[C@@H]1N(C)C(=O)NC1CCCCC1	-4.7%
Cn1cnc(S(=O)(=O)N2CCCCC2c2nc(-c3ccncc3)n[nH]2)c1 (stereo unspecified)	5.9%
CCCC(=O)Nc1ccc(C(=O)Nc2ccc3c(c2)nc(CCn2ccnc2C)n3C)cc1	8.8%
COCCOc1ncccc1-c1noc([C@@H]2CCCN2Cc2ccc(CO)o2)n1	-2.3%[176 µM]
CCCN(CCC)C(=O)C1COC2(CCCCC2)N1C(=O)c1ccccc1 (stereo unspecified)	34.5%[activator]
COc1ccccc1-c1cc2c(ccn2C)c(C(=O)NCCc2cnc[nH]2)n1	79.4%[activator][176 µM]
O=C(N/N=C/c1ccc(OCc2ccccc2)cc1)c1ccc(CSCc2ccccc2)cc1	-19.8%
CC1CCC(NC(=O)c2cc(=O)c3ccccc3o2)CC1 (stereo unspecified)	-11.4%
COC(=O)CNC(=O)c1cc(-c2ccccn2)nc2ccccc12	-11.7%
Cc1ccc(C#N)c(N2CCC3(CC2)CC(c2ccccc2)C(=O)N3C)n1 (stereo unspecified)	76.6%[activator]
COc1ccc(-c2cc(C(=O)O)c3ccc(C)c(C)c3n2)cc1OC	-26.9%
CC(C)Oc1ccccc1CN1CCC([C@@H]2CNC[C@H]2CO)CC1	42.9%[activator]
Cc1cccc(-c2cc(Nc3ccccc3)nc(C)n2)c1	?
Cc1nc2cc(-c3ccccc3)nn2c(C)c1CC(=O)NCCc1ccccc1	2.2%
COc1ccc2c(c1)N(C(=O)Nc1ccc(Cl)cc1)C(C)(C)C=C2C	?
CN(CC1CCOCC1)S(=O)(=O)c1ccc(F)c(F)c1	21.5%
O=C(O)c1cnc(/C=C/c2cc(Cl)c3c(c2)OCCCO3)s1	-23.3%
Nc1ncccc1CN1CCC2(CC1)COCCN2C(=O)c1ccccc1	3.6%[176 µM]
C#CCN(C)Cc1nc(C2(O)CCN(C(=O)NCC=C)CC2)cs1	24.1%[176 µM]
CC1(C)C(=O)N(Cc2ccc(O)cc2)[C@H]2CN(CCCc3ccccc3)C[C@H]2[S+]1(=O)[O-]	?
Next part.
SMILES	12-LOX inh
COc1cccc(N2C(=O)NC(=NC3CCCCC3)C23CCCN(CC2CCCCC2)C3)c1 (stereo unspecified)	?
COC1CCN(CC(=O)Nc2cccc(C(=O)Nc3cccc(C(F)(F)F)c3)c2)CC1	?
Cc1ccc(C2=NC(c3ccc(F)cc3)=Nc3ccc(Cl)cc3N2)o1	29.7%
O=C(OCc1ccccc1)N1CCC2(CC1)C(=NC1CCCCC1)NC(=O)N2c1cccnc1	21.2%
CCC(=O)N1CC(C(=O)N2CCN(c3ccccn3)CC2)C2(CCOCC2)C1 (stereo unspecified)	23.9%
Cc1cn[nH]c1C#N	5.3%
COc1ccc(COCC(O)COc2ccccc2-c2nc3ccccc3s2)cc1 (stereo unspecified)	-16.9%
NC(=O)c1ccccc1NCc1cccc2ccccc12	-14.3%
CN1C[C@H]2CN(Cc3cn(C)c4ccccc34)CCN2C1=O	-9.0%[176 µM]
Cc1cc(C)c(C(=O)/C=C/c2ccccc2)cc1C	-6.4%
OC1(c2cccnc2)CCN(Cc2ccc(-n3ccnc3)cc2)CC1	2.5%
Cc1ccc2nc(-c3ccc(C)c(NC(=O)c4ccc([N+](=O)[O-])cc4)c3)oc2c1	7.2%
O=C(c1cccnc1)N1CCC(Oc2cccc(F)c2)C1 (stereo unspecified)	19.5%
O=C(NCC(O)COc1cccc(F)c1)c1ccoc1 (stereo unspecified)	9.7%
CN(C)C(=O)c1ccc(-c2cc(NCc3ccccc3)ncn2)cc1	?
CN1CCN(c2ncc3nc(-c4cccc(C#N)c4)c(=O)n(CCc4ccccc4)c3n2)CC1	?
COc1cc(C2C3=C(CCCC3=O)Nc3nc(SCc4ccccc4)[nH]c(=O)c32)cc(OC)c1O (stereo unspecified)	?
CC(=O)Nc1ccc2nnc(-c3ccc(C(=O)N4CCCCCC4)cc3)n2c1	32.1%[activator]
CC(COc1ccccc1)NN (stereo unspecified)	?
O=C(Nc1ccc(Cl)cc1Cl)N1CCc2[nH]c3ccc(F)cc3c2C1	106.6%[activator]

Some of these compounds in order of formula weight, largest number first.
SMILES	12-LOX inh
O=C(OCc1ccccc1)N1CCC2(CC1)C(=NC1CCCCC1)NC(=O)N2c1cccnc1	21.2%
Cc1ccc2nc(-c3ccc(C)c(NC(=O)c4ccc([N+](=O)[O-])cc4)c3)oc2c1	7.2%
O=C(Nc1ccc(Cl)cc1Cl)N1CCc2[nH]c3ccc(F)cc3c2C1	106.6%[activator]

(next part)
SMILES	12-LOX inh
Cc1cc(C)cc(C(=O)NC2CCCCCCC2)c1	?
O=C(NCC1CCCO1)c1cc(Cl)c2c(c1)OCCO2 (stereo unspecified)	9.3%
O=C(Cc1c[nH]c2ccccc12)N1CCN(C(=O)N2CC3CC(C2)[C@H]2CCCC(=O)N2C3)CC1 (stereo partly specified)	24.5%
Cc1cc(-c2nc(-c3ccc(S(=O)(=O)N4CCOCC4)cc3)cs2)ccc1F	-29.1%
Cc1cccc(C)c1NC(=O)C(c1ccccc1OC(F)(F)F)N1CCN(C)CC1 (stereo unspecified)	8.1%
N#Cc1cccc(NC(=O)CNc2ccccc2C(N)=O)c1	56.3%[activator]
COc1ccc(N2CC(c3nc(-c4ccccn4)no3)CC2=O)cc1OC (stereo unspecified)	7.4%
Cc1nc(-c2c3n(c(=O)n(Cc4cc(F)cc(F)c4)c2=O)CCCCC3)no1	?
COc1cc(/C=C(\C#N)C(=O)c2ccccc2)ccc1OCc1ccccc1	-24.7%
O=C(Nc1ccccc1)N[C@H]1C[C@H]2C(=O)NC[C@@H](CCC(=O)N3CCN(c4ccccn4)CC3)N2C1	80.2%[activator]
CC(=O)c1c(C)nc(C2CC2)nc1SCC(=O)NC1CC1	12.1%
O=C(Nc1cccnc1)c1cc(-c2ccncc2)nc2ccccc12	19.3%
CCCc1noc(-c2cccn3c(CNC(=O)c4ccco4)nnc23)n1	86.8%[activator]
Cc1cc(Cl)ccc1S(=O)(=O)N1CC(c2nc(Cc3ccccc3)no2)C1	-0.9%
Cc1ccc(C(=O)NCC23CCC=C2N(C)C(=O)CC3)cn1 (stereo unspecified)	10.3%
Cc1ccc(-c2cc(C(=O)NCCNC(=O)c3ccco3)c3ccccc3n2)c(C)c1	?
COc1ccc(/C=C/C(=O)c2cc3ccccc3o2)cc1OC	?
CCN1C(=O)CCc2cc(NC(=O)CC(C)C)ccc21	62.0%[activator]
CC(C)c1ccc(S(=O)(=O)N2CCC(Oc3ncccc3C(=O)N(C)C)C2)cc1 (stereo unspecified)	40.7%[activator]
CCOC(=O)c1cc(-c2ccc(S(=O)(=O)Nc3cccc(Cl)c3C)s2)on1	?

Fetched one by one from above:
SMILES	12-LOX inh
CCN1C(=O)CCc2cc(NC(=O)CC(C)C)ccc21	62.0%[activator]
Cc1cccc(C)c1NC(=O)C(c1ccccc1OC(F)(F)F)N1CCN(C)CC1 (stereo unspecified)	8.1%

More structures follow:
SMILES	12-LOX inh
CCN1CCN(CCCNC(=O)C2N(c3ccc(OC)cc3)C(=O)C23CCCCC3)CC1 (stereo unspecified)	15.9%
CCc1noc([C@@H]2CC(F)(F)CN2C(=O)Cc2ccncc2)n1	50.0%[activator]
Cc1cc(=O)n(CC(=O)Nc2ccc(F)c(Cl)c2)c(N2CCc3ccccc3C2)n1	12.8%
Cc1noc(-c2ccn3c(CNC(=O)c4cccc(N(C)C)c4)nnc3c2)n1	42.2%[activator]
COc1ccc(N2Cc3cccc(C(=O)NCc4ccc(F)cc4)c3C2=O)cc1	-17.6%
CCOC(=O)c1sc(C)nc1C	-38.3%
COCCNC(=O)[C@@H]1C[C@H](Oc2ccccc2)CN1C(=O)c1nn(C)c2ccccc12	-4.8%
CSCc1ccc(C(=O)NCCc2nc(-c3ccccn3)no2)o1	-18.8%
COCc1cc(C[C@@H]2CC[C@H](O)[C@@H](CNCc3cccc(F)c3)O2)no1	20.7%[176 µM]
CCCS(=O)(=O)N1CCC(c2noc(-c3ccccc3)n2)C1 (stereo unspecified)	6.0%
CCCc1cc(C(=O)N2CC[C@H]3CNC[C@H]32)n(C)n1	-0.5%
NC(=O)c1noc(CN2CC[C@@H]3[C@@H](CCC(=O)N3CCc3ccccc3)C2)n1	-3.4%
CN(C)CCNc1nc2c(c(=O)[nH]c(=O)n2C)n1Cc1cccc(Br)c1	-9.6%
Clc1ccc(CCNc2ncncn2)c(Cl)c1	3.3%
CC1=C[C@@H](CN2CCC[C@H]2CO)[C@H](C(C)C)C[C@H]1Cc1nnc(-c2cncn2C)o1	220.2%[activator][176 µM]
O=C1Nc2ccc(-c3ccccc3)cc2C(=O)N2CC[C@H](NS(=O)(=O)c3cccs3)[C@@H]12	-35.7%
NC(=O)C1CCN(S(=O)(=O)Cc2c(F)cccc2Cl)CC1	6.0%
O=C(c1cc(-c2ccccc2)n[nH]1)N1CCC2(CC1)CC(OCC1CC1)CCO2 (stereo unspecified)	20.1%
CCOCCCNC(=O)COc1ccc2c(=O)c(-c3ccc(Cl)cc3)c(C)oc2c1	-56.5%
COc1cccc(CNC(=O)C(=O)c2c[nH]c3ccccc23)c1	2.9%
CCCC(=O)N1CCCCC1C(=O)O (stereo unspecified)	?
Cc1ccc2c(Cl)c(C(=O)NCc3ccco3)sc2c1	?

The list is partial; rates above refer to the full screens.
